# DDE Tn6 FP inh = disrupts Tn6 cyclic peptide binding to fibrin D-Dimer-E complex; P02675; hit rate 0.21% among 370,000; inhibition, % at 8.3 µM; Fibrin DD(E) TRITC-Tn6 fluorescence polarization displacement;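 active means inhibition above a per-campaign cutoff: mean of compounds within control limits plus 3 SD, cut at about 15% in these data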;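 further: 0% = median of all compound wells on the plate and 100% = blocking peptide control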
# TDP2 inh = blocks human TDP2 phosphodiesterase activity. recombinant TDP2, T5PNP hydrolysis, p-nitrophenol absorbance 415 nm. inhibition, % at 12.8 µM. hit rate 0.34% among 370,000. AID 720702;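 active means inhibition above the mean of all tested compounds plus 3 SD, set per campaign, cut at about 25% in these data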;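 further: 0% = DMSO with enzyme and 100% = buffer with substrate but no TDP2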
# Target sequence (O95551 whole entry, looked up): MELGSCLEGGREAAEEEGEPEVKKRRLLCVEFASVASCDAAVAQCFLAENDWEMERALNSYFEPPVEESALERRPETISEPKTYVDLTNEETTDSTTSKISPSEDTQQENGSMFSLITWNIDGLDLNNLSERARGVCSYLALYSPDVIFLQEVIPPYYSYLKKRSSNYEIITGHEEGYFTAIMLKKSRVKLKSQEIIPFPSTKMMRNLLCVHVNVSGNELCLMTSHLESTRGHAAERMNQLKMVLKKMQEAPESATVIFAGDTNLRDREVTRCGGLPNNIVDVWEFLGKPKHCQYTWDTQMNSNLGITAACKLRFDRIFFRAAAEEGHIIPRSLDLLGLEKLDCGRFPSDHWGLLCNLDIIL
#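 Evaluation: % inhibition relative to enzyme-containing and enzyme-free wells. Material: recombinant human TDP2. Benchmarks: enzyme-free and DMSO wells. Timing: enzyme reaction with compound for 2 h at 37 °C. Compound dosing: 12.8 µM only. Measured by: p-Nitrophenol epi absorbance. Reagent: T5PNP substrate at 5 mM, a TopII-DNA adduct mimic. Replication: single well per compound.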
# UHRF1 binding = UHRF1 methyl-DNA binding inhibition; Q96T88; UHRF1 binding to methylated oligo, TR-FRET; inhibition, % at 4.4 µM; hit rate 0.75% among 370,000; in the data active means inhibition above about 21%;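 further: UHRF1 SRA domain binding a hemimethylated CpG hairpin DNA probe; 0% = median of test compound wells and 100% = reference inhibitor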
# DDE Tn7 FP inh = disrupts Tn7 cyclic peptide binding to fibrin D-Dimer-E complex | P02675 | hit rate 0.13% among 370,000 | FP displacement of FITC-Tn7 peptide from fibrin DD(E); 0% = median of compound wells per plate | inhibition, % at 8.3 µM | AID 720508;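 active means inhibition above the mean of compounds falling within the control limits plus 3 SD of them, cut at about 14% in these data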;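 further: 0% = plate median of compound wells and 100% = 10 µM Aha-Tn7 peptide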
#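 Test system: human clot-derived fibrin DD(E) complex / Quantity: 2 µM final DD(E) protein / Incubation: 10 min plus 3 h, room temperature / Measured by: fluorescence polarization / Benchmarks: high control of 10 µM Aha-Tn7 peptide / Replicates: singlicate testing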
# SIAE inh = blocks human sialic acid acetylesterase; Q9HAT2; SIAE FP-Rh probe binding, fluorescence polarization; inhibition, % at 9.66 µM; hit rate 0.69% among 370,000; AID 1053197;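 active means inhibition above a cutoff: mean of compounds within the control limits plus 3 SD of those, cut at about 17% in these data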;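 further: 0% = plate median of compound wells and 100% = probe without SIAE protein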
# LEDGF integ inh = blocks HIV-1 LEDGF/p75-dependent DNA integration. TR-FRET IN-LEDGF/p75 DNA integration, Eu/Cy5. inhibition, % at 3.7 µM. hit rate 0.64% among 370,000. AID 743269;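 active means inhibition above the screen-wide mean plus 3 SD, cut at about 13% in these data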;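 further: signal is the Cy5 over europium emission ratio at 671 and 618 nm; 0% = plate median of compound wells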
# proKLK7 act = activators of human kallikrein-7 zymogen. AID 652039. activation, % at 7 µM. P49862. hit rate 0.9% among 370,000. purified proKLK7, EDANS-DABCYL substrate fluorescence; 100% is mature enzyme control, 0% vehicle;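 active means activation above the mean of all tested compounds plus 3 SD, computed per campaign excluding outliers beyond control limits, cut at about 13% in these data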
# TCR CD3 inh = inhibitors of human TCR-CD3 interaction; hit rate 0.37% among 360,000; inhibition, % at 9.4 µM; TAMRA-labeled TCR probe fluorescence, biochemical; in the data active means inhibition above about 19%;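 further: recombinant mutant TCR 2C K166C tagged with TAMRA read by polarization; 0% = receptor in buffer alone and 100% = receptor with positive control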
# PRMT1 FP inh = inhibitors of human PRMT1; Q99873; inhibition, % at 2.79 µM; hit rate 1.3% among 370,000; recombinant PRMT1, activity-based probe fluorescence polarization;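 active means inhibition above about 21% made by adding two undisclosed values, limit read from the data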
# MBD2 inh = MBD2-methylated oligo binding inhibition; Q9UBB5; TR-FRET, MBD2 binding to methylated oligonucleotide; inhibition, % at 4.4 µM; hit rate 0.31% among 370,000; in the data active means inhibition above about 13%
# Target sequence (Q9UBB5 whole entry, looked up): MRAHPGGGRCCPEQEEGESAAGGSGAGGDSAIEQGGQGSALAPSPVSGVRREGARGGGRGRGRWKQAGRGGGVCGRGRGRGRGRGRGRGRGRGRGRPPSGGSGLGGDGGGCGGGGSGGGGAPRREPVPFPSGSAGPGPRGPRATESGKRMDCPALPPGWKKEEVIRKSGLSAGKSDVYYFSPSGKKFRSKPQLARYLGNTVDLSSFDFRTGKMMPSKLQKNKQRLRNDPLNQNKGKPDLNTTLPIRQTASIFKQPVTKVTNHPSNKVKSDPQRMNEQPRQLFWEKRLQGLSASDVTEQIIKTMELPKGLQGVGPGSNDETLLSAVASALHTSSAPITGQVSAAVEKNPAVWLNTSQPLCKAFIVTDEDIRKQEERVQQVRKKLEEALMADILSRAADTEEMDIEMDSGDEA
# The depositor's hits bear a star; · = no result given.
DDE Tn6 FP inh,TDP2 inh,UHRF1 binding,DDE Tn7 FP inh,SIAE inh,LEDGF integ inh,proKLK7 act,TCR CD3 inh,PRMT1 FP inh,Structure,MBD2 inh
-1,14,0,-1,2,-4,-0.2,-4,2,CCN(CC(=O)NCCc1ccc(S(N)(=O)=O)cc1)Cc1nc2ccccc2c(=O)[nH]1,2
1,-14,4,-1,-2,4,0.8,1,-1,O=C(COC(=O)c1cncc(Br)c1)NC1CCCC1,2
4,7,0,7,1,-1,·,·,0,CC(C)CC(O)(CC(C)C)c1cn(C(=O)N(c2ccccc2)c2ccccc2)nn1,2
9,-5,3,-7,2,7,-0.2,-2,-3,C/C(=C\C(=O)c1ccc(Cl)cc1Cl)N(C)C,2
1,4,-4,-1,15,-2,0.1,-2,-2,COc1ccc(C)cc1NS(=O)(=O)c1ccc(Br)s1,-3
-4,6,4,4,1,-4,0.0,-1,-1,Cc1ccccc1NC(=O)c1ccc(C)c(S(=O)(=O)Nc2cccnc2)c1,1
-5,-8,2,3,-5,1,0.2,0,6,Cc1cnc(NC(=O)c2ccncc2)s1,9
1,-2,2,-5,6,-4,0.9,-4,3,COc1cccc(NC(=O)COC(=O)CC(NC(N)=O)c2ccc(Cl)cc2)c1 (configuration not stated),3
18*,5,-4,-10,-1,0,1.0,20*,4,Cc1cc2cc(CNC(=O)c3ccc(S(=O)(=O)N4CCCCC4)cc3)ccc2[nH]1,-4
-3,-8,0,-1,-56,-1,-11,7,-1,COc1ccc(COc2cc(-c3cccc(OC)c3)nc3ccc(NC(=O)c4ccc(OC)cc4)cc23)cc1,-2
-7,7,6,9,2,-2,0.3,-10,-1,Cc1ccc(-c2cc(C(=O)NN)n[nH]2)o1,4
-2,-1,-3,-1,-3,1,-0.3,4,2,O=C(CCc1ccccc1)N/N=C\c1cc2c(cc1Br)OCO2,3
-7,-3,-10,-2,1,6,1.2,6,-6,COc1cc(/C=C(\C#N)c2nc3ccccc3[nH]2)ccc1O,-1
-4,-5,-2,-5,-5,4,-0.8,1,-4,Cc1cc(N/N=C/c2cccc(Cl)c2)nc(-n2nc(C)cc2C)n1,-4
4,8,1,1,13,-1,0.1,7,1,O=C(Cc1cccc(NC(=O)C2CCN(C(=O)C3CCCC3)CC2)c1)Nc1cccc(C(=O)N2CCCC2)c1,1
-3,11,-1,4,8,0,-0.3,1,0,O=C(CCn1nnnc1CN1CCOCC1)N1CCC(c2ccccc2F)C1 (configuration not stated),-4
-6,-13,-1,-7,6,2,0.0,4,-4,Cc1ccc([N+](=O)[O-])cc1NC(=O)CNC1CCCCC1,-7
4,-5,6,8,-5,-2,2.1,-6,0,COc1cccc(NC(=O)Nc2cccnc2)c1,6
-6,-2,2,3,2,-1,-0.5,11,2,COc1ccccc1C(=O)Nc1ccccc1N1CCOCC1,-4
-2,-4,-6,3,7,11,-11,-11,7,O=C1C(=O)N(CCO)C(c2ccccc2[N+](=O)[O-])/C1=C(\O)c1ccccc1 (configuration not stated),-12
6,-6,4,8,5,-3,-0.7,3,-1,COc1ccc(N2CCN(CC(O)COCCOc3ccc(Br)cc3)CC2)cc1 (configuration not stated),3
-6,-13,0,-1,-5,5,-0.4,6,-2,CCN(c1ccccc1)S(=O)(=O)c1ccc(C(=O)NCCc2ccc(S(N)(=O)=O)cc2)cc1,-1
-5,-3,3,-2,3,-1,-0.3,-5,2,COc1ccc(C(=O)NCC(=O)NCC(=O)OCC(=O)c2ccc(Br)cc2)cc1,0
-1,-13,1,-5,2,4,0.2,2,5,O=C(Nc1ccc(-c2ccco2)cc1)C1CCCN(Cc2ccc(CO)o2)C1 (configuration not stated),-4
-3,-7,2,-3,9,-6,0.3,-4,4,CCN(CC1COc2ccccc2O1)C(=O)CN1C(=O)NC(C)(c2ccccc2)C1=O (configuration not stated),1
-6,2,3,3,0,-2,0.4,-3,0,FC(F)Oc1ccccc1/C=N/n1cnc2ccccc21,3
-6,-1,-9,5,5,4,-0.5,2,0,Cc1ccc(C(=O)N/C(=C\c2ccco2)C(=O)NCc2cccnc2)cc1,-6
-6,-3,2,-2,-3,-2,-0.8,-7,2,Cc1ccc(/C=C2/SC(=S)N(CCC(=O)N3CCOCC3)C2=O)cc1,2
6,0,-1,-4,-5,2,0.1,-2,-2,COc1ccc(-n2c(C)nc(=O)c(-c3ccccc3)c2C)cc1,1
-3,2,-1,-1,-17,1,0.0,-3,0,N#Cc1c(NC(=O)c2ccc(Cn3cc(Br)cn3)o2)sc2c1CCCCC2,1
6,-4,-5,-5,13,3,0.7,-1,-1,COC(=O)/C(=C\Nc1ccccc1N)c1ncc(C(F)(F)F)cc1Cl,-3
-4,-4,2,-4,4,-2,-0.1,1,0,O=C(NCc1ccco1)c1nc(-c2ccc(F)cc2)no1,3
-7,-9,12,0,-1,-2,-0.5,1,0,COc1ccc(-c2oc3ccc(-c4cc(OC)c(OC)c(OC)c4)cc3c2C#Cc2ccsc2)cc1,1
-9,4,6,-1,9,0,0.0,10,0,CSCCC(=O)Nc1ccc(C(C)=O)cc1,1
2,3,0,10,-15,-4,16*,-2,1,O=S(=O)(Nc1ccc(-c2nc3cccnc3s2)cc1)c1cc(F)ccc1F,3
6,3,-3,4,-4,-6,0.8,-2,-2,CN(CCOc1ccccc1)C(=O)c1ccc(N2CCCC2)c([N+](=O)[O-])c1,-3
4,-12,1,7,-8,-3,0.5,1,0,COc1ccc(CNC(=O)CCn2ccc3cc(S(=O)(=O)N4CCCC4)ccc32)cc1,0
-3,6,-3,7,12,0,-0.1,3,-3,O=C1NC(=S)NC1=Cc1ccc2c(c1)CCC2,-10
-6,11,1,-3,0,4,0.2,7,1,CC(=O)c1ccc(NC(=O)CSc2nc(C)cc(C)c2C(N)=O)cc1,-4
-20,13,37*,7,-44,17*,0.1,18,6,O=C(N/N=C/c1ccc(OC(=O)c2ccccc2Cl)cc1)c1cc(O)cc(O)c1,12
8,7,3,6,-9,-4,0.2,-10,2,CCCc1cc(C(=O)Nc2ccc(C(=O)OC)cc2)cs1,4
-7,15,-3,-9,5,4,0.2,3,-4,CC1(C)Cc2nc3sc4c(=O)n(CC(=O)NCc5ccccc5)cnc4c3cc2CO1,-1
1,-12,9,-5,-1,-1,0.1,4,6,O=C(O)c1ccccc1-c1nc2cc(Cl)ccc2c(=O)n1O,4
-2,-3,1,-2,3,3,0.0,4,-8,COc1cc(OC)c(NC(C)C(=O)NCc2ccccc2)cc1Cl (configuration not stated),5
1,-2,3,4,-5,-1,0.6,3,5,Cc1onc(-c2ccccc2)c1C(=O)OCC(=O)Nc1ccc(C#N)cc1,2
8,-1,-2,6,2,-3,-0.2,4,-2,CC(=O)Nc1ccc(SCCN2CC[C@@H](O)CCC2=O)cc1,-5
-4,6,-2,2,-3,3,0.2,6,3,O=C(CN1C(=O)NC2(CCOc3ccccc32)C1=O)Nc1cccc([N+](=O)[O-])c1 (configuration not stated),1
-4,1,2,-4,3,4,-0.3,-4,-6,Cc1noc(C)c1C(=O)OC(C)C(=O)N1CCc2ccccc21 (configuration not stated),-2
0,-4,-3,2,-2,-4,0.8,8,-2,O=C(Cn1nc(C(F)(F)F)c2c1CCC2)NC1CCCCC1,-1
-4,-7,0,2,-7,-2,0.2,-4,2,CN1CCN(C(=O)c2ccc(COc3ccc(Cl)cc3Cl)cc2)CC1,0
6,16,-1,1,0,0,-0.4,-2,6,Cc1cc(C)c2nc(Cl)c(Cl)nc2c1,1
1,-2,-3,-6,5,4,0.2,-2,-4,Cc1ccc(-c2nnn(CCOc3cccc(Br)c3)n2)cc1,-6
1,1,1,3,-5,0,-0.1,3,-2,COC(=O)c1ccc(NC(=O)c2ccc(OC(C)=O)c(OC)c2)cc1,1
-2,-17,2,1,-8,2,-0.8,1,-5,Cn1c(=O)c2c(ncn2Cc2ccc(Cl)cc2)n(C)c1=O,-7
-6,2,3,7,-1,3,0.2,-3,3,OCC[C@H]1C[C@@H](O)[C@H](O)[C@]2(Cc3ccccc3O2)O1,11
-7,-14,5,1,-7,-3,-0.4,-7,21,COc1ccc(C/C(C)=N/NS(=O)(=O)c2ccc(Br)cc2)cc1,4
-8,10,-1,0,-8,-3,0.6,-1,2,CCOC(=O)c1csc(NC(=O)c2cc(=O)c3ccccc3o2)n1,5
-5,3,1,-5,16,-2,-0.6,-5,1,COc1ccc(OC)c(C(=O)c2nc3c(n2O)CCCCC3)c1,2
